Htt clearance: mutant huntingtin protein clearance | HeLa Exon1htt(103Q)mCFP, aggregate imaging; zero = plate's median compound well | inhibition, % at 1.5 µM | 47,000 tested, 0.42% active | AID 853;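 active means inhibition of aggregate fluorescence above about 70%, also judged a hit by eye on the cell image, limit read from the data, passing the limit was not always enough; inconclusive means no rule stated for this call; inactive means not judged a hit on image review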;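 further: cells exposed to compound for three days before fixation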
Htt clearance grain fraction: recorded beside Htt clearance, whose call it bears; fraction fluorescence in grains; measured here: aggregate grain fluorescence fraction; active compounds read low;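 scaled fraction of total cell fluorescence in grains with unit not stated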
* = called active by the depositor; i = inactive; ? = inconclusive; / = no result given. The list is partial; count on the stated rates, not on these rows.

| Htt clearance | Htt clearance grain fraction | Molecule |
| --- | --- | --- |
| 9 | 26 | Cc1nn(C)c(C)c1S(=O)(=O)N1CCC(C(=O)NC2CCCCC2)CC1 |
| -33 | 25 | O=C(Cn1nnc(-c2ccccc2)n1)N=Nc1c(O)[nH]c2ccccc12 |
| -13 | 40 | CC(C)CCn1c(N2CCOCC2)nc2c1c(=O)n(CC(N)=O)c(=O)n2C |
| 14 | 17 | CCCC(c1nnnn1CCOC)N1CCN(Cc2ccccc2)CC1 (centres undefined) |
| -1 | 36 | CCOc1ccc(C2C=C(c3ccccc3)Nc3nnnn32)cc1 (centres undefined) |
| 2 | 39 | CCOc1ccccc1OCCCC(=O)NC1=NCCS1 |
| -7 | 23 | CSCCC(NC(=O)c1ccco1)C(=O)OC(C)C(=O)NC(=O)NC1CCCCC1 (centres undefined) |
| -18 | 20 | Clc1ccc(Cc2nn3c(Cn4nnc5ccccc54)nnc3s2)cc1 |
| -7 | 36 | Cc1cc(C)c(NC(=O)C2C3/C=C\CCCCC32)c(C)c1 (centres undefined) |
| 13 | 39 | Cc1cc(Nc2c(C)cccc2C)n2nc(C)nc2n1 |
| -15 | 51 | CN(C)S(=O)(=O)c1cc(S(=O)(=O)N(C)C)c(Cl)cc1N |
| -13 | 38 | Cc1ccc(CNC(=O)C2CCC(CNc3c(N4CCOCC4)c(=O)c3=O)CC2)cc1 (centres undefined) |
| 44 | 12 | CC(=O)NCC(=O)OCC(=O)c1ccc(C)cc1 |
| -5 | 46 | CC(O)Cc1nsc(NC(=O)c2ccc(Br)o2)n1 (centres undefined) |
| 61 | 17 | c1coc(CN2CCN(C(c3cccs3)c3nnnn3C3CCCC3)CC2)c1 (centres undefined) |
| 11 | 29 | O=C(CN(Cc1ccco1)C(=O)CNS(=O)(=O)c1ccccc1)NC1CCCCC1 |
| -47 | 29 | c1ccc(-n2nnnc2-n2ccnc2)cc1 |
| -7 | 22 | COCCOC(=O)C(C#N)c1nc2ccccc2nc1N1CCCC1 (centres undefined) |
| 44 | 11 | Cc1ccc(C)c2c1[nH]c1ccccc12 |
| -5 | 39 | FC(F)(F)C1CC(c2cccs2)Nc2ncnn21 (centres undefined) |
| 14 | 18 | COc1ccc(N2C(=O)CC(Sc3nc(C)c4c(n3)CCCC4)C2=O)cc1 (centres undefined) |
| -58 | 63 | COc1cccc(-c2nc(-c3ccccn3)no2)c1 |
| -10 | 36 | COC(=O)c1sc(S(=O)(=O)N2CCC(C)CC2)c(C(=O)OC)c1C |
| 0 | 39 | CCCOc1ccc2c3c(c(=O)oc2c1OCCC)CCC3 |
| 33 | 14 | COc1ccccc1Nc1nc(NCCO)c2ccccc2n1 |

Compounds above containing two or more sulfur atoms (2):
| Htt clearance | Htt clearance grain fraction | Molecule |
| --- | --- | --- |
| -15 | 51 | CN(C)S(=O)(=O)c1cc(S(=O)(=O)N(C)C)c(Cl)cc1N |
| -10 | 36 | COC(=O)c1sc(S(=O)(=O)N2CCC(C)CC2)c(C(=O)OC)c1C |

New compounds follow.
| Htt clearance | Htt clearance grain fraction | Molecule |
| --- | --- | --- |
| -96 | 66 | CCOC(=O)c1ccc(NS(=O)(=O)c2cc(-c3nnnn3C(C)C)ccc2OC)cc1 |
| 7 | 33 | CCC1(C(=O)O)NC(c2cc(OC)ccc2O)C2C(=O)N(Cc3ccccc3)C(=O)C21 (centres undefined) |
| 30 | 14 | COc1ccc(N2C(=O)CC(n3c(CCCCO)nc4ccccc43)C2=O)cc1 (centres undefined) |
| 55 | 14 | Cc1cccc(C)c1NC(=O)CCCSc1nnc(-c2ccco2)o1 |
| -12 | 41 | Cc1ccccc1CS(=O)(=O)Cc1ccc(C(=O)NCCCN2CCCC2=O)o1 |
| -22 | 43 | CCc1ccc(N2CC(C(=O)Nc3nccs3)CC2=O)cc1 (centres undefined) |
| -39 | 27 | O=C(CSc1nc(O)c(C2CCCCC2)c(=O)[nH]1)NCC1CCCO1 (centres undefined) |
| -12 | 24 | CCc1nc2ccccc2n1CCC(C)C |
| 44 | 19 | C=CCc1cc(C)ccc1OCC(O)CN1CCN(c2ccccc2)CC1 (centres undefined) |
| -15 | 24 | CCCSc1nsc(SCCC)c1C(N)=O |
| 7 | 31 | CC(C)c1nnc(NC(=O)c2ccc(N3C(=O)CCC3=O)cc2)s1 |
| 22 | 14 | Cc1ccc(NC(=O)CSc2nnc(C)n2-c2ccccc2)cc1 |
| -14 | 19 | Cn1cnnc1-c1cccc(NS(=O)(=O)c2ccc(N3CCCC3=O)cc2)c1 |
| 57 | 18 | COc1ccc(C(C#N)Nc2ccccc2C)cc1 (centres undefined) |
| 40 | 22 | N#CCCSc1ccccc1NC(=O)c1ccc(S(=O)(=O)N2CCCC2)cc1 |
| 30 | 15 | COC(=O)COc1ccc(S(=O)(=O)NC2CCCCCC2)cc1 |
| -28 | 63 | COc1ccc(OC)c2sc(NC(=O)C3CC3)nc12 |
| 11 | 34 | O=C(NCc1cccc(C(F)(F)F)c1)c1cc(Cl)cc(Cl)c1 |
| -42 | 52 | Cc1ccccc1-c1nc(-c2cccnc2)no1 |
| 34 | 12 | COC(=O)CSc1nnc(-c2ccccc2O)n1-c1ccc(C)cc1 |
| -34 | 44 | COc1ccc(S(=O)(=O)N(CCc2ccccc2)CC(=O)O)cc1OC |
| 28 | 26 | CN(C)C=Nc1nonc1-c1ncn[nH]1 |
| 4 | 18 | COc1ccc(C(=O)COc2ccc(NC(C)=O)cc2)cc1 |
| 12 | 35 | COc1ccc(OC)c(Nc2nc(C3CC3)nc3c2nnn3Cc2ccccc2)c1 |
| -131 | 108 | Cc1cc(N2CCN(c3ccc(F)cc3)CC2)nc2cc(O)ccc12 |
| 1 | 21 | O=C(NCCCNC(=O)NC1CCCCC1)NC1CCCCC1 |
| -6 | 32 | O=C(/C=C/c1cccc(Cl)c1)Nc1ccncc1 |
| -15 | 24 | O=C(NCCN1CCN(Cc2ccccc2)CC1)C1CC(=O)N(C2CCCC2)C1 (centres undefined) |
| -30 | 26 | COc1ccccc1NC(=O)CCSc1nnnn1C |
| -14 | 19 | Cc1cc(NC(=O)CC23CC4CC(C2)CC(CC(=O)Nc2cc(C)on2)(C4)C3)no1 |
| -16 | 56 | CC1=CS/C(=C(/C#N)C(=O)NCc2ccco2)N1c1ccccc1 |
| 25 | 14 | CC(C)NS(=O)(=O)c1ccc(OCC(=O)Nc2ccc3c(c2)OCO3)c(Cl)c1 |
| 3 | 45 | Cc1cc(C)n2c(SCC(=O)Nc3cc(C)on3)nnc2n1 |
| 44 | 11 | O=C(NC(Cc1ccccc1)C(=O)N1CCN(c2ccccn2)CC1)c1ccco1 (centres undefined) |
| -42 | 46 | CCC(c1nnnn1C1CCCCC1)N1CCN(C2CCCC2)CC1 (centres undefined) |
| -33 | 27 | CC(O)CNc1nc2c(c(=O)n(C)c(=O)n2C)n1C/C=C/c1ccccc1 (centres undefined) |
| -81 | 31 | CCOC(=O)NCc1ccc(S(=O)(=O)Nc2ccccc2C)cc1 |
| 17 | 40 | CC1CCc2nc(NC(=O)C3COc4ccccc4O3)sc2C1 (centres undefined) |
| -19 | 36 | CCOc1ccc(/C(O)=C2/C(=O)C(=O)N(CCCn3ccnc3)C2c2cccs2)cc1Cl (centres undefined) |
| 28 | 12 | C=CCn1c(SCn2nnc3ccccc3c2=O)nnc1-c1ccc(Cl)cc1 |
| 49 | 8.8 | O=C1N=c2ccccc2=C1c1sc(=S)n(CC2CCCO2)c1O (centres undefined) |
| -27 | 24 | CN(C)c1nc(SCCOC(=O)Nc2ccccc2)nc(N(C)C)n1 |
| -51 | 56 | O=C(NCc1cccs1)c1csc2c1CCCCC2 |
| 22 | 14 | Cc1ccnc(NS(=O)(=O)c2ccc(NC(=O)Cc3cccs3)cc2)n1 |
| 12 | 20 | COc1ccc(C2NC(=S)N(c3ccccc3)C(C)=C2C(=O)Nc2ccccc2)cc1 (centres undefined) |
| -39 | 28 | NC(=O)CSc1oc(-c2cccs2)nc1S(=O)(=O)c1ccccc1 |
| -13 | 41 | CCOC(=O)C(CO)(NC(C)=O)C(=O)OCC |
| -38 | 27 | CC(C)NC(=O)NC(=O)COc1cccc2c1OC(C)(C)C2 |
| -8 | 39 | Cc1cc(NC(=O)CCCC(=O)O)nc(C)n1 |
| 18 | 17 | O=C1CNC(=O)N1Cc1ccc(Br)cc1 |

Continued:
| Htt clearance | Htt clearance grain fraction | Molecule |
| --- | --- | --- |
| 15 | 30 | CCCn1c(SCC(=O)Nc2nnc(C)s2)nnc1-c1ccoc1C |
| -311 | 147 | O=C(c1cc(-c2ccccc2O)on1)N1CCc2ccccc2C1 |
| -18 | 22 | Cc1cc(Br)ccc1NC(=O)C1CCCO1 (centres undefined) |
| 44 | 21 | CCCN1C2CCCC1CC(NC(=O)c1ccc(F)cc1)C2 (centres undefined) |
| -16 | 61 | CC(NC(=O)c1ccc(Cl)cc1)C(=O)N1CCCCC1 (centres undefined) |
| -30 | 30 | COc1cccc(C(=O)Cn2c(=O)n(CC3CCCO3)c(=O)c3ccccc32)c1 (centres undefined) |
| -27 | 24 | O=S(=O)(N1CCCCC1)N1CCCN(S(=O)(=O)N2CCCCC2)CC1 |
| -30 | 23 | CCCS(=O)(=O)c1c(S(=O)(=O)CCC)c2c(N)cccn2c1C(=O)c1ccc(Br)cc1 |
| -1 | 21 | COc1ccc(C(=O)N2CCCC2)cc1 |
| -50 | 27 | O=C(Nc1ccccc1Cl)NC1(C(=O)N2CCCC2)CCCCC1 |
| -37 | 27 | CCc1nnc(NC(=O)C=C(C)C)s1 |
| -12 | 25 | CSc1c[n+]2c(n1C)CCC2 |
| -46 | 28 | COc1cccc2cc(-c3cn4cccc(C)c4n3)c(=O)oc12 |
| 11 | 36 | Cc1ccc2cc(C)c3nnc(SCC(=O)Nc4nc5c(s4)CCCC5)n3c2c1 |
| -68 | 31 | CCCC(=O)Nc1cc(OC)c(OC)cc1C(=O)O |
| 9 | 30 | CCOC(=O)c1sc2ncn(CC(=O)N(CC)CC)c(=O)c2c1C |
| -69 | 55 | CCOC(=O)C1CCN(c2c(N3CCCCCC3)c(=O)c2=O)CC1 |
| 37 | 22 | O=C(CSc1nc2c(c(=O)[nH]1)CCC2)Nc1cccc(Cl)c1 |
| 1 | 36 | COCc1c(C(=O)OCC(=O)N2c3ccccc3CC2C)oc2ccccc12 (centres undefined) |
| -60 | 28 | Cc1cccc(NC(=O)CCC(=O)NCCO)c1 |
| i | 278 | COc1cccc(CC(=O)n2nc(N)c3cc4ccc(OC)cc4nc32)c1 |
| ? | / | c1ccc(-c2cnc(-c3cccnc3)o2)cc1 |
| -28 | 25 | Cc1onc(-c2c(Cl)cccc2Cl)c1C(=O)N1CCc2ccccc21 |
| 10 | 17 | CCOC(=O)c1ccccc1NC(=O)CSc1nccn1C |
| 41 | 22 | O=C(CSc1ncnc2ccccc12)NCc1ccco1 |

Shown as comma-separated lines: 4 of the compounds above
mol,Htt clearance,Htt clearance grain fraction
O=C(CSc1nc2c(c(=O)[nH]1)CCC2)Nc1cccc(Cl)c1,37,22
COCc1c(C(=O)OCC(=O)N2c3ccccc3CC2C)oc2ccccc12 (centres undefined),1,36
Cc1cccc(NC(=O)CCC(=O)NCCO)c1,-60,28
COc1cccc(CC(=O)n2nc(N)c3cc4ccc(OC)cc4nc32)c1,i,278

Reformatted with values under each structure: entries from further up.
Second line of a record – Htt clearance	Htt clearance grain fraction
Cc1cc(Br)ccc1NC(=O)C1CCCO1 (centres undefined)
 : -18	22
CCCN1C2CCCC1CC(NC(=O)c1ccc(F)cc1)C2 (centres undefined)
 : 44	21
CC(NC(=O)c1ccc(Cl)cc1)C(=O)N1CCCCC1 (centres undefined)
 : -16	61

Additional compounds follow.
| Htt clearance | Htt clearance grain fraction | Molecule |
| --- | --- | --- |
| -16 | 20 | COc1cccc(NC(=O)C(=O)N2CCOCC2)c1 |
| 9 | 21 | CC(C)(C)C(=O)Cn1c(=N)n(Cc2ccccc2Cl)c2ccccc21 |
| -16 | 23 | CS(=O)(=O)N1CCc2cc(S(=O)(=O)N3CCN(Cc4ccc5c(c4)OCO5)CC3)ccc21 |
| -125 | 40 | COc1ccc(C2c3c(oc4ccccc4c3=O)C(=O)N2CCCN2CCOCC2)cc1 (centres undefined) |
| -8 | 23 | CN(CCC#N)C(=O)c1ccc(CNS(=O)(=O)c2ccc(F)cc2)cc1 |
| -30 | 45 | COc1ccc(C2NC(C(=O)O)CS2)cc1COCC(F)(F)F (centres undefined) |
| 1 | 36 | CCN(CC)C(=O)CSc1nnc(-c2cnccn2)n1-c1ccccc1 |
| 25 | 34 | O=C(CS(=O)(=O)c1cn(Cc2ccc(Cl)cc2)c2ccccc12)N1CCCC1 |
| -31 | 24 | CCOC(=O)CNS(=O)(=O)c1ccc(S(=O)(=O)N2CCCC2)cc1 |
| 34 | 28 | Cc1ccccc1Nc1nnc(SCC(=O)NCc2ccco2)s1 |
| -17 | 43 | COCCOC(=O)c1c(C)oc2ccc(NS(=O)(=O)c3ccccc3)cc12 |
| -20 | 43 | Cn1c(CCNC(=O)c2ccco2)nc2cc(NC(=O)NC3CCCCC3)ccc21 |
| 10 | 17 | Cc1c(Br)cc(C(=O)O)c(C)c1C |
| -40 | 48 | Cc1occc1-c1nnc(SCc2nnc(-c3ccc(Cl)cc3)o2)n1C |
| -26 | 20 | C(=N\n1cnnc1)/c1ccc(OCc2cccc3ccccc23)cc1 |
| 0 | 52 | COc1ccccc1CNC(=O)C1=C(C)C(=O)OC12CCC(C)CC2 (centres undefined) |
| 15 | 26 | CCOC(=O)c1oc2c(CN3CCN(C)CC3)c(O)ccc2c(=O)c1-c1ccccc1OC |
| 9 | 17 | Cc1ccc(-c2csc3nnc(SCC(=O)NCc4ccco4)n23)cc1 |
| 27 | 15 | Cc1cc(C)n(C(=O)c2c([N+](=O)[O-])c(C)nn2C)n1 |
| 25 | 26 | COc1ccccc1-c1nn2c(C3COc4ccccc4O3)nnc2s1 (centres undefined) |
| -19 | 41 | Cc1cc(NC(=O)C(C)C)ncc1NC(=O)c1cccc(F)c1 |
| 31 | 13 | Cc1ccc(NC(=O)CSc2nnc(CN3CCOCC3)n2-c2ccccc2)cc1 |
| 35 | 12 | Cc1ccc(C2CC2C(=O)NNC(=S)Nc2cccc(Cl)c2)cc1 (centres undefined) |
| 13 | 20 | Cc1ccc(C2CC(c3cccs3)=NN2C(=O)c2ccc(Br)o2)cc1 (centres undefined) |

From PubChem BioAssay
